Screening results as filed in PubChem.
Bcl-XL Bim block – disrupts Bim peptide binding to human Bcl-XL. Q07817. bead flow cytometry, fluorescence. inhibition, % at 10 µM. AID 1007. 190,000 tested, 0.04% active
Bim-Bfl-1 – inhibitors of Bim-Bfl-1 interaction, human; AID 1008; inhibition, % at 10 µM; Q16548; Bead-based flow cytometry, Bim-Bfl-1 binding inhibition; 190,000 tested, 0.12% active;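 further: 0% = wells without compound plus tracer and 100% = blocker peptide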
Mcl1-Bid inh – Mcl-1/Bid interaction inhibition | Q07820 | TR-FRET Mcl-1/Bid-Dy647 peptide binding, 1536-well | inhibition, % at 21.7 µM | 220,000 tested, 0.97% active | AID 1021;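 active means compounds that cut the binding signal by more than half at the single screening dose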;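 further: His-tagged Mcl-1 with europium anti-His antibody binding Bid BH3 peptide; 0% = Mcl-1 plus peptide wells and 100% = peptide-only wells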
Target sequence (Q07820 whole entry, looked up): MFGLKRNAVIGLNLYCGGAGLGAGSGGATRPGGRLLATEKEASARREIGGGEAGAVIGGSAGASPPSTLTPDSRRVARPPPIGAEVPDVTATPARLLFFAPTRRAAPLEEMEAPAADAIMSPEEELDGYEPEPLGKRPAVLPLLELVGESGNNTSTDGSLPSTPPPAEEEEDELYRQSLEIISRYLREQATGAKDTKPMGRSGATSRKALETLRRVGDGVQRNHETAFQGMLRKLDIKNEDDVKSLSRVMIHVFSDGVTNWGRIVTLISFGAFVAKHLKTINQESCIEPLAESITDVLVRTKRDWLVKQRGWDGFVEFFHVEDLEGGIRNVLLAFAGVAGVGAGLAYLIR
RGS4-Gao reg – human RGS4-Galphao interaction regulation | P09471 | Multiplexed bead flow cytometry, RGS4-Galphao binding; actives lie on both sides | binding response (% of control), % at 10 µM | 220,000 tested, 0.33% active; in the data active means binding response below about 49% or above about 150%; inactive means in between;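 further: fluorescent Galphao activated with aluminum fluoride binding bead-coupled RGS4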
Target sequence (P09471 whole entry, looked up): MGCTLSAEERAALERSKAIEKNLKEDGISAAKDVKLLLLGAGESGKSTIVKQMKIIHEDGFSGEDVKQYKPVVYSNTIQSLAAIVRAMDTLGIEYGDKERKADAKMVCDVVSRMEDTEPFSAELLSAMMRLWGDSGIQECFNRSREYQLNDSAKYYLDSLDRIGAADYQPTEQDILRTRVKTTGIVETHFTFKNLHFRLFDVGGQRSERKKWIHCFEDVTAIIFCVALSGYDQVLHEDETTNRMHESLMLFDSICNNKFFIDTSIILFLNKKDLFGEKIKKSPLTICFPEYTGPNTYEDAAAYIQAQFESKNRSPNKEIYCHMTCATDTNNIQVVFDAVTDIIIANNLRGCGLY
Mcl-1 Bim block – human Bim-Mcl-1 interaction inhibition | Q07820 | Bead-based flow cytometry, Bim peptide-Mcl-1 binding | inhibition, % at 10 µM | 190,000 tested, 0.1% active;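 further: 0% = no compound tracer wells and 100% = peptide blocker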
Bcl-2 Bim block – inhibitors of Bim-Bcl-2 interaction, human | P10415 | Bead-based flow cytometry, Bim peptide-Bcl-2 binding | inhibition, % at 10 µM | 190,000 tested, 0.06% active; in the data active means inhibition above about 40%; inconclusive means no clear call, values can overlap the other calls;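 further: 0% = no compound wells with probe peptide and 100% = reference peptide inhibitor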
Bim-Bcl-W – human Bim-Bcl-W interaction inhibition; Q92843; bead-based flow cytometry, Bim peptide-Bcl-W binding; inhibition, % at 10 µM; 190,000 tested, 0.02% active;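 further: 0% = bound tracer without compound and 100% = peptide blocker; higher means less fluorescent Bim peptide bound to Bcl-W beads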
Target sequence (Q92843 whole entry, looked up): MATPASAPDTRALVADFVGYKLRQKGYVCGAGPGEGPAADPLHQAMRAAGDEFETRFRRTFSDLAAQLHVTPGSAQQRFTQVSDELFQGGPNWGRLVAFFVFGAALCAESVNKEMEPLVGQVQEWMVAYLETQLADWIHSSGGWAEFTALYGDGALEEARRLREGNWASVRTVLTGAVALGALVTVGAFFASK
RGS8-Gao – modulates binding of RGS8 to human Galphao; P09471; multiplexed bead flow cytometry; actives lie on both sides; response (percent of control binding), % at 10 µM; 220,000 tested, 0.34% active; in the data active means response below about 60% or above about 140%; inactive means in between;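 further: Galphao activated as the GDP aluminium fluoride complex binding bead-coupled RGS8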
RGS7-Gao reg – regulators of human RGS7-Galphao interaction; Multiplexed bead flow cytometry, RGS7-Galphao binding; actives lie on both sides; 220,000 tested, 0.35% active; AID 1439; binding response (% of control), % at 10 µM; P09471; in the data active means binding response below about 49% or above about 150%; inconclusive means no clear call, values can overlap the other calls; inactive means in between;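 further: fluorescent Galphao held in activated GDP-AlF4 state binding bead-coupled RGS7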
Mcl1 Noxa PPI – Mcl-1/Noxa interaction inhibition | Q07820 | TR-FRET Mcl-1/Noxa peptide binding, 2 h | inhibition, % at 21.7 µM | 220,000 tested, 1.5% active | AID 1022;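 active means compounds that cut the protein-peptide binding signal by more than 50% relative to plate controls in a single-dose test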;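 further: His-tagged Mcl-1 with rhodamine Noxa BH3 peptide and terbium anti-His antibody; 0% = Mcl-1 plus Noxa peptide wells and 100% = peptide-only wells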
Bim-Bcl-B – human Bim-Bcl-B interaction inhibition. bead-based flow cytometry, Bim peptide-Bcl-B binding. Q9HD36. inhibition, % at 10 µM. AID 951. 190,000 tested, 0.073% active;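 further: 0% = tracer peptide without compound and 100% = reference inhibitor peptide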
Active calls of the source: *; u = inconclusive; x = no result given. Unless noted, no stated cut-off is given here; in the data, active means inhibition above about 40%.

Start of the listing, in advance:
Bcl-XL Bim block	Bim-Bfl-1	Mcl1-Bid inh	RGS4-Gao reg	smiles	Mcl-1 Bim block	Bcl-2 Bim block	Bim-Bcl-W	RGS8-Gao	RGS7-Gao reg	Mcl1 Noxa PPI	Bim-Bcl-B
-5	-4	-7	104	Cc1ccc(NS(=O)(=O)c2ccc(NC(=O)c3cccs3)cc2)c(C)c1	-2	-4	-2	103	101	5	-5
-4	-10	8	107	O=C(CSc1nc2ccccc2[nH]1)Nc1ccccc1N1CCOCC1	0	-6	5	104	103	10	-7
-8	-13	-12	83	CCN(C(=O)CN1CCCCC1)C1(C)C(=O)c2ccccc2C1=O	-3	-5	-3	92	94	6	-9
x	x	7	109	N#C/C(=C\N1CCCCC1)S(=O)(=O)c1ccc(Cl)cc1	x	x	x	107	u	7	x
2	2	-5	100	CCOC(=O)N1CCC(Nc2nc3ccccc3n3nnnc23)CC1	1	0	0	101	102	3	-1
-6	0	25	88	C#CCSc1nnc(CSc2nc3ccccc3s2)n1-c1ccccc1	-5	-3	-6	94	98	24	-11
-8	-7	-23	102	CCc1nn2cc(C(=O)c3ccccc3O)cnc2c1-c1ccc(F)cc1	-2	-9	-2	106	104	10	-12
x	x	-1	106	Cc1sc2nc(COC(=O)c3ccc(O)cc3)[nH]c(=O)c2c1C	x	x	x	102	u	1	x
-1	0	-8	102	O=C(O)C1C2CC2CN1C(=O)c1ccc(Cl)cc1Cl (centres undefined)	0	-2	1	104	106	23	-3
x	x	-61	98	O=C(CCc1ccc(O)cc1)c1c(O)cc(O)cc1O	x	x	x	100	u	13	x

The whole of this part, previewed entries included:
Bcl-XL Bim block	Bim-Bfl-1	Mcl1-Bid inh	RGS4-Gao reg	smiles	Mcl-1 Bim block	Bcl-2 Bim block	Bim-Bcl-W	RGS8-Gao	RGS7-Gao reg	Mcl1 Noxa PPI	Bim-Bcl-B
-5	-4	-7	104	Cc1ccc(NS(=O)(=O)c2ccc(NC(=O)c3cccs3)cc2)c(C)c1	-2	-4	-2	103	101	5	-5
-4	-10	8	107	O=C(CSc1nc2ccccc2[nH]1)Nc1ccccc1N1CCOCC1	0	-6	5	104	103	10	-7
-8	-13	-12	83	CCN(C(=O)CN1CCCCC1)C1(C)C(=O)c2ccccc2C1=O	-3	-5	-3	92	94	6	-9
x	x	7	109	N#C/C(=C\N1CCCCC1)S(=O)(=O)c1ccc(Cl)cc1	x	x	x	107	u	7	x
2	2	-5	100	CCOC(=O)N1CCC(Nc2nc3ccccc3n3nnnc23)CC1	1	0	0	101	102	3	-1
-6	0	25	88	C#CCSc1nnc(CSc2nc3ccccc3s2)n1-c1ccccc1	-5	-3	-6	94	98	24	-11
-8	-7	-23	102	CCc1nn2cc(C(=O)c3ccccc3O)cnc2c1-c1ccc(F)cc1	-2	-9	-2	106	104	10	-12
x	x	-1	106	Cc1sc2nc(COC(=O)c3ccc(O)cc3)[nH]c(=O)c2c1C	x	x	x	102	u	1	x
-1	0	-8	102	O=C(O)C1C2CC2CN1C(=O)c1ccc(Cl)cc1Cl (centres undefined)	0	-2	1	104	106	23	-3
x	x	-61	98	O=C(CCc1ccc(O)cc1)c1c(O)cc(O)cc1O	x	x	x	100	u	13	x
-3	-4	8	100	O=C(N/N=C/c1ccc(OCc2ccccc2)cc1)c1ccc(O)cc1	-2	-2	0	99	96	39	-1
-2	0	-29	92	COCCn1c(-c2ccco2)csc1=Nc1cccnc1	4	0	7	96	100	25	0
-10	-2	-13	98	O=C(/C=C/c1cnc2ccccc2n1)NC12CC3CC(CC(C3)C1)C2	-5	-7	-5	99	102	1	-10
-9	-14	-1	103	CC(Sc1ncnc2ccccc12)C(=O)Nc1ccc2c(c1)OCCO2 (centres undefined)	-2	-7	-7	104	100	4	-10
-3	-7	-9	103	O=C(Nc1ccc(Cl)c([N+](=O)[O-])c1)c1ccc2c(c1)OCCO2	1	-1	-1	105	104	3	-7
-4	-9	-12	100	Cc1cc(=O)n2nc(-c3ccc(C(F)(F)F)cc3)sc2n1	-1	-9	-2	99	99	8	-8
-3	-6	-41	105	CC(=O)c1cc(C(=O)N2CCCC(CCC(=O)N(C)CCc3ccccn3)C2)cs1 (centres undefined)	0	-6	-3	105	104	10	-3
x	x	-24	101	O=C(O)c1ccccc1N/N=C/c1c(Sc2nnnn2-c2ccccc2)nc2ccccn2c1=O	x	x	x	104	u	78*	x
-6	-12	9	98	O=C(NCCN1CCOCC1)c1cccs1	0	-7	0	100	97	5	-5
-6	-2	-9	98	CC(C)CC(NC(=O)OC(C)(C)C)C(=O)NCc1ccccc1 (centres undefined)	-1	-3	-2	98	99	-17	-1
-1	-3	-28	99	CC(C)(C)C1(O)CC(C(F)(F)F)=NN1C(=O)Cc1ccc([N+](=O)[O-])cc1 (centres undefined)	-2	-4	0	100	97	15	-3
15	7	-27	101	COc1cc(/C=N/NC(=S)Nc2cccnc2)cc(OC)c1O	6	8	4	99	u	40	10
-3	-7	-11	98	C=CCn1nc(-c2ccccc2)c2c(C)onc2c1=O	0	-3	-1	101	96	-3	-4
-8	-11	-20	103	COC(=O)c1cc(OC)c(OC)cc1NC(=O)c1cnccn1	0	-2	2	101	103	37	-3
-12	-1	-26	92	C=CCc1cccc(C2Nc3ccccc3C(=O)N2O)c1O (centres undefined)	-4	2	-3	86	90	-38	3
x	x	-2	107	c1ccc(-c2nc(-c3nccc4ccccc34)oc2-c2ccccc2)cc1	x	x	x	103	u	-7	x
1	-1	2	102	Fc1ccccc1N1CCN(c2cnc3ccccc3n2)CC1	-1	-2	-1	103	103	-9	-1
-2	-10	-13	101	Brc1ccc(-c2noc(CCc3ccccc3)n2)o1	1	-5	0	99	99	3	-8
-7	-10	8	100	COCCn1c(Cc2ccccc2)nnc1SCC(=O)N(C)C	0	-6	-1	104	102	7	-6
-5	-10	-14	104	CCOC(=O)CN1Cc2cccc(C(=O)O)c2C1=O	1	-4	0	103	105	27	-5
-5	0	-19	103	Cc1nn(CCCC(=O)NCc2ccc(F)cc2)c(C)c1[N+](=O)[O-]	-5	-2	-3	104	105	17	-8
-2	0	-13	105	COc1cc(/C=C/C(=O)O)cc2c1OCCO2	0	3	-6	102	u	2	1
-2	-12	-18	95	COc1ccc2nc(NC(=O)CN3CCOCC3)sc2c1	4	-3	5	99	97	0	-2
0	7	-8	94	Cc1ccc(O)c(C(=O)c2cnc3c(c2)COc2ccc(C)cc2-3)c1	0	-7	-2	96	91	7	-1
x	x	-127	99	CC1(C)CC(=O)C(CC2C(=O)CC(C)(C)CC2=O)C(=O)C1	x	x	x	99	u	7	x
-4	-13	5	99	CCc1nnc(NC(=O)c2ccc(S(=O)(=O)N3CCCCCC3)cc2)s1	-3	-8	1	100	96	6	-8
7	0	-6	101	CC(C)OC(=O)CSc1nnc(-c2ccc(Cl)cc2)n1N	1	3	1	95	100	5	1
-8	-12	-11	98	Oc1c(C(c2ccccc2)N2CCCCC2)sc2ncnn12 (centres undefined)	-4	-8	-6	97	98	11	-10
0	4	-26	103	CCOC(=O)c1c(C)c(/C=N/Nc2ccccc2)n(C)c1C	-3	2	0	99	104	11	7
-4	-10	5	105	Cc1ccc2nc(NC(=O)C3CCN(S(=O)(=O)c4ccc5c(c4)oc(=O)n5C)CC3)sc2c1	0	-14	-4	101	105	-12	-7
-1	-7	12	100	CCO[C@H]1OC(C(=O)N2CCOCC2)=C[C@@H](C2CC2)[C@@H]1CCCO	-3	-3	-3	97	99	12	-4
-1	-5	2	101	CC(C)(C)c1cc(-n2ccnc2)n2ncc(-c3ccc(Cl)cc3)c2n1	-4	-4	-4	98	98	6	0
1	-2	-5	102	CCCCc1nnc(NC(=O)C(C)Sc2nc(O)c(Cc3ccccc3)c(=O)[nH]2)s1 (centres undefined)	2	-1	0	99	97	16	-2
-2	1	-2	98	CCCCNC(=O)NC1C(NC(=O)NCCCC)N(C)C(=O)N1C (centres undefined)	1	-1	1	101	103	-8	0
-1	-13	-3	100	O=c1c(-c2ccc(Br)cc2)coc2c(CN3CCOCC3)c(O)ccc12	2	-4	1	99	98	-2	-7
0	-8	-34	102	CC1CN(S(=O)(=O)c2ccc(C(=O)Nc3nnc(-c4ccco4)o3)cc2)CC(C)O1 (centres undefined)	-1	-4	0	105	99	-31	-6
x	x	-18	101	COc1ccc(C(=O)Cn2c(C)nc([N+](=O)[O-])c2Br)cc1	x	x	x	100	u	0	x
-5	-3	0	101	CCOC(=O)C(C(=O)NCC1CCCO1)C1CCCCC1 (centres undefined)	0	0	-2	104	105	-11	-1
-10	-1	-14	86	COc1ccc(OC)c(NC(=O)CSc2nnc(CNc3ccc(C)cc3C)o2)c1	-3	2	-5	92	87	9	-1
x	x	-1	94	c1ccc(-c2[nH]ncc2CN2CCc3ccccc3C2)cc1	x	x	x	97	u	10	x
